ROMK mod: human ROMK K+ channel modulation, primary screen; P48048; B-score at 10 µM; hit rate 2% among 130,000; Tet-inducible ROMK, thallium flux fluorescence; actives lie on both sides; AID 1918;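 active = signal ratio slope over the read window, or its plate-corrected B-score, at least 3 SD from the plate mean, either direction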;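 also: B-score of the F/F0 ratio slope over 7 to 12 s after thallium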
PMI act hi M6P: PMI (human) activation, high substrate | activation factor at 20 µM | hit rate 0.34% among 190,000 | AID 1216 | coupled PMI enzyme assay, resazurin fluorescence, 20 min; stronger effect = higher value; 1 = untreated enzyme, 0 = substrate-free blank;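 active = activation factor of 2 or more at 20 µM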
Target sequence (P34949 whole entry, looked up): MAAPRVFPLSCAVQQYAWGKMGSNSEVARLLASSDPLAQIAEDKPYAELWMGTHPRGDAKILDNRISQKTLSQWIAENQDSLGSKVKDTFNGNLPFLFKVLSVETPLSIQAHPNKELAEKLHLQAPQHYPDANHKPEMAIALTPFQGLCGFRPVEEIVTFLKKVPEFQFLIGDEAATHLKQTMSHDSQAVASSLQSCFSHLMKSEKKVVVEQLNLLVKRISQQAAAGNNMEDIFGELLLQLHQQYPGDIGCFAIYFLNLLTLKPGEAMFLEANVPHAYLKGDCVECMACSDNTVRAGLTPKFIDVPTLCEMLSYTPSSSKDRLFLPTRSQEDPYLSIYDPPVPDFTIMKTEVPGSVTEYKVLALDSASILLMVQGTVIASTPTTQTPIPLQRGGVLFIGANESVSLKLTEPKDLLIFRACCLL
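Material: human phosphomannose isomerase with PGI, G6PDH, diaphorase coupling enzymes. Quantity: 15 ng/mL PMI. Medium: HEPES pH 7.4 buffer with MgCl2 and Tween-20. Reagent: Near-saturating mannose-6-phosphate, 1.0 mM. Compound: 20 µM single dose. Times: enzyme reaction with compound 20 min at room temperature. Detection: resorufin fluorescence at Ex 544/Em 590 nm.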
SRC2 TRFRET art: counter-screen for PPARgamma SRC-2 recruitment agonists: TR-FRET artefact; stronger effect = higher value; TR-FRET ratio at 8 µM; hit rate 0.4% among 200,000; AID 1049; in the data active = TR-FRET ratio above about 2000; also: inactives centre near 1500
S1P3 antag: S1P3 (human) receptor antagonism; hit rate 0.27% among 170,000; inhibition, % at 4.98 µM; CHO S1P3 NFAT-BLA reporter, FRET fluorescence, antagonist mode; Q99500;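 active = inhibition above the plate cutoff, the mean inhibition of test wells on that plate plus 3 SD, cut at about 28% in these data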;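 also: cells challenged with S1P at its EC80 of 0.8 µM; blue over green emission ratio from cleaved BLA substrate after 4 h stimulation; 0% = S1P-stimulated wells and 100% = unstimulated DMSO-only wells; some compounds past the cut are filed as inactive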
G6PDH CS: L. mesenteroides G6PDH inhibition counter-screen; Purified L. mesenteroides G6PDH, diaphorase/resazurin coupled fluorescence, 45 min; inhibition, % at 5 µM; hit rate 0.12% among 200,000; AID 1020; in the data active = inhibition above about 50%
Diaphorase act: diaphorase activation or chemical reduction counter-screen. Diaphorase/resazurin coupled assay, resorufin fluorescence, 16 min; stronger effect = higher value; 1 = vehicle wells, 0 = NADH-free wells. activation factor at 20 µM. hit rate 0.005% among 190,000. AID 1229;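 active = diaphorase activity raised at least twofold by the compound at 20 µM; inactive = activation factor below 2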
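Assay system: Purified diaphorase enzyme from Clostridium kluyveri | Amount: Enzyme 0.07 U/mL final | Dosing: Compound 20 µM once, DMSO 1% | Timing: 16 min reaction at room temperature | Detection: Fluorescence, excitation 544 nm and emission 590 nm | Evaluation: Higher resorufin formation from activation or reduction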
Diaph inh CS: diaphorase inhibition or chemical oxidation counter-screen; inhibition, % at 20 µM; diaphorase resazurin-to-resorufin fluorescence, NADH, 16 min; bacterial (C. kluyveri) enzyme, not human; AID 1217; hit rate 0.69% among 190,000;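 active = primary screen inhibition at 20 µM above a set limit, cut at about 50% in these data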;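 also: plate controls were DMSO with full reaction for no effect and wells lacking NADH for full effect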
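controls = No-NADH positive control and DMSO neutral control | system = Clostridium kluyveri diaphorase enzyme | timing = reaction incubation of 16 min at room temperature | signal = resorufin fluorescence 544/590 nm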
PMI activator: activators of human phosphomannose isomerase; P34949; purified human PMI, coupled resazurin fluorescence, 20 min; stronger effect = higher value; 1 = vehicle control, 0 substrate-free wells; activation factor at 20 µM; hit rate 0.005% among 190,000;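 active = activation factor of 2 or more at 20 µM, relative to plate controls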
PPARg SRC-1 ag: agonists of human PPARgamma SRC-1 coactivator recruitment | P37231 | PPARgamma-SRC-1 coactivator recruitment biochemical assay | activation, % at 8 µM | hit rate 0.41% among 200,000 | AID 631; in the data active = activation above about 19%;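 also: 0% = DMSO and 100% = reference agonist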
Target sequence (P37231 whole entry, looked up): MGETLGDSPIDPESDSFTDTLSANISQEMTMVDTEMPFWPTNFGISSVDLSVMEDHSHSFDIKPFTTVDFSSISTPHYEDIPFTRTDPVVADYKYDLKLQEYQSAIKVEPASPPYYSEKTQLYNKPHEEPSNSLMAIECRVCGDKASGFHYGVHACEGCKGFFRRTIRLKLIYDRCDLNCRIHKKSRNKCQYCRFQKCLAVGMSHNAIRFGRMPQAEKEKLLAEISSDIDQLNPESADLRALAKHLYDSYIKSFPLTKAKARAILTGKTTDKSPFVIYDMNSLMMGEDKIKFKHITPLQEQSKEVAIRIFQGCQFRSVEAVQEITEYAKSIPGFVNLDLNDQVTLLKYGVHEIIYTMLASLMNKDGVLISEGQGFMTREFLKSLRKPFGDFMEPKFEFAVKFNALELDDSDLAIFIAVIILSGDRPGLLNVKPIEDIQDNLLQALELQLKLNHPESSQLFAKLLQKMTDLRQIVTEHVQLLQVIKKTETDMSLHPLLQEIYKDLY
PPARg SRC-2 ag: promotes SRC-2 coactivator recruitment by human PPARgamma; P37231; activation, % at 8 µM; PPARgamma LBD-SRC-2 recruitment, biochemical; hit rate 0.34% among 200,000; in the data active = activation above about 22%;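 also: 0% = vehicle and 100% = reference agonist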
PPARg SRC-3 ag: promotes SRC-3 coactivator recruitment by human PPARgamma; hit rate 0.26% among 200,000; activation, % at 8 µM; biochemical PPARgamma/SRC-3 coactivator recruitment assay; in the data active = activation above about 23%;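 also: 0% = DMSO and 100% = reference agonist; some compounds past the cut are filed as inactive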
Numbers without * were called inactive; · = no result given.

SMILES | ROMK mod | PMI act hi M6P | SRC2 TRFRET art | S1P3 antag | G6PDH CS | Diaphorase act | Diaph inh CS | PMI activator | PPARg SRC-1 ag | PPARg SRC-2 ag | PPARg SRC-3 ag
Cc1ccc(C(c2ccc(C)o2)c2cccc([N+](=O)[O-])c2O)o1 | · | 1 | 1422 | · | 4 | 0.8 | 17 | 1.1 | 0 | -3 | 4
O=C(Nc1sc2c(c1C(=O)O)CCCCC2)c1ccccc1 | -0.18 | 0.9 | 1693 | 11 | 20 | 0.7 | 34 | 0.9 | 9 | 4 | 4
COc1ccccc1-c1nnc(Nc2nc3c(OC)cccc3s2)o1 | 2.4* | 0.9 | 1604 | 16 | 4 | 0.9 | 14 | 0.9 | 4 | 9 | 0
O=C(Cn1cc(C(F)(F)F)cc(Cl)c1=O)Nc1cc(S(=O)(=O)N2CCOCC2)ccc1Cl | · | 0.9 | 1713 | -5 | -11 | 0.9 | 10 | 0.9 | -1 | 6 | 4
O=C(Nc1ccc2c(c1)S(=O)(=O)N=C1CCCCCN12)c1ccccc1Cl | 0.93 | 0.7 | 1441 | 6 | 12 | 0.8 | 22 | 0.9 | 7 | -5 | 1
O=C(NCc1cccs1)c1ccccc1C(=O)NCc1cccs1 | 0.75 | 0.8 | 1573 | 15 | 12 | 0.9 | 10 | 0.8 | -5 | -3 | -6
Cc1ccc(NS(=O)(=O)c2ccc(OCC(N)=O)cc2)cc1 | 0.84 | 1 | 1375 | 2 | -6 | 0.9 | 7 | 1 | -2 | 1 | 2
O=C(Cn1cnc2c(nnn2Cc2ccc(Cl)cc2)c1=O)NC1CCCC1 | · | 1 | 1695 | -12 | -6 | 0.9 | 9 | 1 | -3 | 2 | 1
CCOC(=O)c1[nH]c(C)c(C(=O)NCc2ccco2)c1C | -0.14 | 1 | 1728 | -21 | -3 | 1 | 3 | 1 | 18 | 4 | 3
O=C(NCc1cccs1)C1CCN(S(=O)(=O)c2cccc3cccnc23)CC1 | · | 1 | · | -15 | 6 | 1 | 4 | 1.1 | · | · | ·
CCOC(=O)C1=C(C)N(CCCCCC(=O)O)C(=O)NC1c1ccccc1OC(=O)c1cccs1 (stereo not given) | 0 | 1 | 1374 | -4 | 7 | 0.9 | 8 | 1 | 4 | 1 | 0
CCCC(=O)Nc1ccc2c(c1)c1ccccc1n2CC | -0.15 | 1 | 1525 | 8 | 12 | 1 | -4 | 0.9 | 9 | 10 | 1
Cn1c(-c2ccc(Br)o2)nc2ccccc21 | · | 1.2 | 1396 | 0 | 11 | 1 | -2 | 1.3 | -5 | -5 | -3
CCCCNC(=O)C(C#N)c1nc2ccccc2nc1N1CCCC1 (stereo not given) | · | 1.6 | 1421 | 19 | -4 | 0.8 | 16 | 1.3 | 8 | 1 | -2
COc1ccc(N2C(=O)c3ccccc3NC2c2ccc(OC)c(COc3ccccn3)c2)cc1 (stereo not given) | · | 0.9 | 1704 | 1 | -9 | 0.8 | 18 | 0.8 | -3 | -2 | 0
Cc1cccc(C)c1-n1nnnc1SCSc1nnnn1-c1c(C)cccc1C | 0.62 | 0.9 | 1400 | 18 | 9 | 0.9 | 10 | 0.8 | 3 | 9 | -4
COc1cccc(NC(=O)Nc2c(C)n(C)n(-c3ccccc3)c2=O)c1 | · | 1 | 1487 | · | 9 | 1 | 0 | 0.9 | 8 | 6 | 12
CC(C)c1ccc(C(=O)N/N=C/c2cccc(Cl)c2Cl)cc1 | 0.18 | 1 | 1640 | · | 6 | 0.9 | 7 | 0.9 | 9 | 6 | 11
CC(C)(C)C1CCC2(CC1)Nc1cccc3cccc(c13)N2 | 1.1 | 0.8 | 1472 | · | 10 | 0.8 | 24 | 0.6 | 0 | 10 | 9
Cc1ccccc1-n1c(SCC(N)=O)nc2sc(-c3ccccc3)cc2c1=O | -0.14 | 1 | 1571 | · | 2 | 0.9 | 12 | 0.9 | 2 | 4 | 14
Cc1ccc(NCCC(=O)c2ccc(Cl)c(Cl)c2)cc1 | · | 0.9 | 1495 | · | -2 | 0.9 | 10 | 0.8 | 3 | 3 | -1
CCOc1cc(/C=N/NC(=O)CN2CCCCC2)ccc1OCc1ccc(Cl)cc1 | -1.3 | 0.9 | 1630 | -11 | 15 | 1 | 2 | 0.8 | 5 | 2 | 3
CSc1ccccc1C(=O)NC1CCCCC1 | -0.0053 | 1 | 1451 | · | -1 | 0.9 | 5 | 1 | 4 | 2 | -3
Cc1cc(=O)[nH]c(N/N=C/c2c(C)nn(-c3ccccc3Cl)c2Cl)n1 | 0.6 | 1 | 1220 | -10 | -8 | 0.9 | 15 | 1 | 8 | -8 | 1
Cn1c(-c2cccs2)nc2ccccc21 | 1.3 | 1.1 | 1573 | -8 | 15 | 1 | 1 | 1.1 | 3 | -2 | 1
SMILES | ROMK mod | PMI act hi M6P | SRC2 TRFRET art | S1P3 antag | G6PDH CS | Diaphorase act | Diaph inh CS | PMI activator | PPARg SRC-1 ag | PPARg SRC-2 ag | PPARg SRC-3 ag
CC(=O)c1c(C)[nH]c(C(=O)OCC(=O)C(C)(C)C)c1C | · | 1.1 | 1713 | · | 6 | 0.9 | 8 | 1.1 | 1 | 4 | 11
CCOc1cc(CNc2ccc(CNc3ncn[nH]3)cc2)ccc1OCc1ccccc1 | · | 1 | 1626 | 0 | -19 | 0.9 | 9 | 0.9 | 1 | -3 | -3
Cc1cc(C)n2cc(CSc3nnnn3C)nc2n1 | · | 1.1 | 1521 | 8 | -4 | 1 | 4 | 1.1 | -5 | -4 | -5
COc1cccc(C2CC(=O)NC(SC)=C2C#N)c1 (stereo not given) | · | 0.7 | 1379 | -20 | -4 | 0.8 | 20 | 0.9 | -4 | 1 | 4
Cc1[nH]c2ccccc2c1C1(O)C(=O)N(C(C)C)c2ccccc21 (stereo not given) | 0.55 | 1 | 1472 | · | 4 | 0.9 | 14 | 1 | -4 | 9 | 0
O=C(CSc1ccc(C(F)(F)F)cc1[N+](=O)[O-])NCCOc1ccccc1 | · | 0.8 | 1698 | 9 | 8 | 0.8 | 25 | 0.8 | 0 | -4 | 2
COc1cc(OC)cc(C(=O)Nc2cccc(C(C)=O)c2)c1 | 0.87 | 0.9 | 1528 | · | -1 | 1 | 3 | 0.9 | 2 | 9 | 11
CCn1c(O)c(/C=N/N=C2CCCC2)c2ccc(C3=NNC(=O)CC3)cc21 | 0.52 | 1 | 1441 | · | 5 | 0.9 | 14 | 1 | 5 | 5 | -3
COc1ccc2c(c1OC)C(=O)OC2C/C(=N\NC(N)=O)c1ccccc1 (stereo not given) | 0.26 | 0.9 | 1587 | -13 | 10 | 0.9 | 11 | 0.9 | 0 | 6 | 1
CCN1CCN(C(=O)c2ccc(CSc3ccc(C)cc3)cc2)CC1 | -0.86 | 1 | 1427 | · | 10 | 1 | -3 | 1 | 0 | 4 | 3
CC(NS(=O)(=O)c1ccc(Cl)cc1)C(=O)NCc1ccco1 (stereo not given) | -2.4 | 1 | 1400 | · | -2 | 0.8 | 23 | 0.9 | -6 | -1 | -7
Cn1cc(CCC(=O)N2CCCC(CCC(=O)NCc3ccccc3F)C2)cn1 (stereo not given) | 0.74 | 1 | 1706 | 7 | 3 | 1 | -4 | 0.9 | -6 | 1 | 5
COC(=O)C1C(c2ccc(OC)c(OC)c2)NC(c2ccc(OC)c(OC)c2)C(C(=O)OC)S1(=O)=O (stereo not given) | 0.75 | 1 | 1549 | · | 10 | 1 | 0 | 1 | 4 | 5 | 9
NS(=O)(=O)c1ccc(CCNC(=O)COC(=O)CCc2ccccc2)cc1 | -1 | 1 | 1627 | -11 | 0 | 0.9 | 5 | 1 | 4 | -3 | 9
O=c1c(Cl)c(NCc2ccccc2)cnn1C12CC3CC(CC(C3)C1)C2 | -1.3 | 1 | 1606 | 2 | 22 | 1 | 4 | 0.9 | 8 | -5 | 1
N#Cc1nnn(Cc2ccccc2)c1N | 0.73 | 1.1 | 1578 | 2 | 5 | 1 | -1 | 1.1 | -2 | -1 | 6
Cc1cc(C)cc(OCC(=O)N2Cc3ccccc3CC2C(=O)O)c1 (stereo not given) | 1 | 1 | 1405 | -17 | -2 | 0.9 | 8 | 1 | 6 | 0 | -4
COc1cccc(-n2c(C)cc(/C=C3/C(=N)N4C(=NC3=O)SN=C4S(C)(=O)=O)c2C)c1 | 0.19 | 1 | 1487 | -14 | -4 | 0.6 | 43 | 1.3 | 4 | -5 | 0
COc1ccccc1NC(=O)CSc1nnc2ccc(-c3cccnc3)nn12 | -0.27 | 0.8 | 1717 | -7 | 2 | 0.8 | 17 | 1 | 11 | 6 | 4
CCNc1oc(-c2cccc3ccccc23)nc1C#N | · | 1 | 1578 | -20 | 2 | 0.9 | 6 | 1 | 0 | 11 | -6
COc1ccc(OCCSc2nc(-c3ccccc3)cc(=O)[nH]2)cc1 | · | 1 | 1520 | -12 | 0 | 0.9 | 11 | 1.1 | 2 | 4 | 7
CC(/C=C/c1ccccc1F)=N\NC(=O)C(C)C | -1.7 | 1.1 | 1567 | 11 | 8 | 1 | 3 | 1 | 0 | -2 | -1
Cc1ccc(-c2nsc(SCC(=O)NCc3ccc4c(c3)OCO4)n2)cc1 | · | 1 | 1495 | -22 | 4 | 0.9 | 8 | 0.9 | -5 | -2 | -6

Three compounds already listed, ordered by length of the SMILES, smallest number first.
SMILES | ROMK mod | PMI act hi M6P | SRC2 TRFRET art | S1P3 antag | G6PDH CS | Diaphorase act | Diaph inh CS | PMI activator | PPARg SRC-1 ag | PPARg SRC-2 ag | PPARg SRC-3 ag
CSc1ccccc1C(=O)NC1CCCCC1 | -0.0053 | 1 | 1451 | · | -1 | 0.9 | 5 | 1 | 4 | 2 | -3
Cc1[nH]c2ccccc2c1C1(O)C(=O)N(C(C)C)c2ccccc21 (stereo not given) | 0.55 | 1 | 1472 | · | 4 | 0.9 | 14 | 1 | -4 | 9 | 0
O=C(Cn1cc(C(F)(F)F)cc(Cl)c1=O)Nc1cc(S(=O)(=O)N2CCOCC2)ccc1Cl | · | 0.9 | 1713 | -5 | -11 | 0.9 | 10 | 0.9 | -1 | 6 | 4

Quoted at random: four records from the list
SMILES | ROMK mod | PMI act hi M6P | SRC2 TRFRET art | S1P3 antag | G6PDH CS | Diaphorase act | Diaph inh CS | PMI activator | PPARg SRC-1 ag | PPARg SRC-2 ag | PPARg SRC-3 ag
CCNc1oc(-c2cccc3ccccc23)nc1C#N | · | 1 | 1578 | -20 | 2 | 0.9 | 6 | 1 | 0 | 11 | -6
CC(/C=C/c1ccccc1F)=N\NC(=O)C(C)C | -1.7 | 1.1 | 1567 | 11 | 8 | 1 | 3 | 1 | 0 | -2 | -1
COc1ccccc1NC(=O)CSc1nnc2ccc(-c3cccnc3)nn12 | -0.27 | 0.8 | 1717 | -7 | 2 | 0.8 | 17 | 1 | 11 | 6 | 4
CC(NS(=O)(=O)c1ccc(Cl)cc1)C(=O)NCc1ccco1 (stereo not given) | -2.4 | 1 | 1400 | · | -2 | 0.8 | 23 | 0.9 | -6 | -1 | -7

Screens from PubChem.
